Assay outcomes (PubChem BioAssay)
A3A deaminase: APOBEC3A ssDNA deaminase inhibitors, primary screen, selectivity assay for APOBEC3G inhibitor project, biochemical, FAM/TAMRA oligo cleavage fluorescence; recombinant A3A, FAM/TAMRA ssDNA deamination fluorescence; 330,000 compounds, 0.41% hits; DNA dC->dU-editing enzyme APOBEC-3A (Homo sapiens), P31941; inhibition, % at 20 µM;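 active = at least 40% inhibition at 20 µM here, with at most 30% in a related deaminase screen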;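 also: plate controls were A3A with DMSO for no effect and wells lacking A3A enzyme for full effect; some results filed as inactive read as strong as hits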
Target sequence (P31941 whole entry, looked up): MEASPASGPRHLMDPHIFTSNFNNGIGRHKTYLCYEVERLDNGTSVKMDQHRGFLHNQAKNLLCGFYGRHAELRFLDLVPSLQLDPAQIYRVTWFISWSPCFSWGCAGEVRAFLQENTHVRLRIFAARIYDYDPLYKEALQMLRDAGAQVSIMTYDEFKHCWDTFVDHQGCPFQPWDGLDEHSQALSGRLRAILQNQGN
hIAP block: human IAP inhibitors, primary screen, biochemical, luminescence, uHTS | AID 2544, 2010 | purified IAP, CDP-Star luminescence, 30 min | 330,000 compounds, 0.12% hits | inhibition, % at 10 µM | Intestinal-type alkaline phosphatase (Homo sapiens), P09923;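 active = inhibition reaching a set limit with compound at 10 µM in the primary screen, cut at about 35% in these data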;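 also: plate controls were DMSO wells with enzyme for no effect and no-enzyme buffer wells for full effect; values of inactives mirror those of a sister screen read the other way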
Target sequence (P09923 whole entry, looked up): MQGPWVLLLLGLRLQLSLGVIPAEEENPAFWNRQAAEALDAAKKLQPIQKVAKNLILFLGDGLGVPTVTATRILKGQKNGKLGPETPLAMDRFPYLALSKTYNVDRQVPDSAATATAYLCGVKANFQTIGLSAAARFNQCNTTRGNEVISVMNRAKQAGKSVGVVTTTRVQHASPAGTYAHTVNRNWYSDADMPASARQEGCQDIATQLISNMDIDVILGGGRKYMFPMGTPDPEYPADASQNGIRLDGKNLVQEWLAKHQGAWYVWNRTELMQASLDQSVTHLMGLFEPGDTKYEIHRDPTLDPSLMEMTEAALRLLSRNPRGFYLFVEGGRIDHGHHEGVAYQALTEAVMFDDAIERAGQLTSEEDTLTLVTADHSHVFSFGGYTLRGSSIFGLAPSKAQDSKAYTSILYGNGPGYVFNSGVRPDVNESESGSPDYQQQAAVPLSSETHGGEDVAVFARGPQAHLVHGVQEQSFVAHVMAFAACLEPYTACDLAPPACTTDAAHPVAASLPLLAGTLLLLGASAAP
mIAP activ: activators of mouse IAP, primary screen, biochemical, luminescence, uHTS | AID 2805, 2010 | intestinal alkaline phosphatase [Mus musculus] | muIAP, CDP-Star luminescence, 30 min; active compounds read high; 1 = vehicle-only enzyme signal, 0 = enzyme-free wells | 330,000 compounds, 0.24% hits | activation factor at 10 µM;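 active = activation factor of at least 2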; also: the source names both 10 and 20 µM as test concentration; values of inactives mirror those of a sister screen read the other way
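System: Mouse IAP enzyme | Also added: CDP-Star substrate | Dosing: Compounds dispensed in DMSO | Schedule: 30 min enzyme-substrate-compound incubation at room temperature | Technique: Chemiluminescence readout | Control set: DMSO-only wells and no-enzyme negative control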
NLRP3 yeast inh: NALP3 inflammasome inhibitors in reconstituted yeast, primary screen, luminescence, uHTS | Yeast reconstituted NLRP3/ASC/caspase-1, beta-gal luminescence, 24 h | inhibition, % at 10 µM | 330,000 compounds, 0.39% hits | AID 2825, 2010;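 active = inhibition of 50% or more; inactive = inhibition below 50%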;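 also: plate controls were induced DMSO wells for no effect and uninduced yeast grown without galactose for full effect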
MIN6 prolif: inducers of MIN6 beta-cell proliferation, primary screen, ATP luminescence, uHTS; proliferation, % at 10 µM; AID 2380, 2010; MIN6 cells proliferation, ATPlite luminescence, 48 h; cells starved in 0.2% serum; 100% = growth in 10% serum; 330,000 compounds, 0.29% hits;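 active = compounds whose signal lies at least 3.5 SD above the mean of all wells on their plate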;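 also: 0% = DMSO-treated cells in low-serum medium and 100% = 10% serum control; some compounds called inactive have numbers as strong as hits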
APOBEC3G inh: APOBEC3G DNA deaminase inhibitors, primary screen, biochemical, fluorescence, single-stranded DNA substrate, uHTS; 330,000 compounds, 0.28% hits; inhibition, % at 20 µM; recombinant A3G, ssDNA deamination FAM/TAMRA fluorescence; AID 493012, 2011;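 active = inhibition of at least 40% at 20 µM, with no more than 30% in the related APOBEC3A deaminase screen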;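 also: plate controls were DMSO wells with A3G for no effect and wells lacking A3G enzyme for full effect; some compounds called inactive have numbers as strong as hits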
Target sequence (Q9HC16 whole entry, looked up): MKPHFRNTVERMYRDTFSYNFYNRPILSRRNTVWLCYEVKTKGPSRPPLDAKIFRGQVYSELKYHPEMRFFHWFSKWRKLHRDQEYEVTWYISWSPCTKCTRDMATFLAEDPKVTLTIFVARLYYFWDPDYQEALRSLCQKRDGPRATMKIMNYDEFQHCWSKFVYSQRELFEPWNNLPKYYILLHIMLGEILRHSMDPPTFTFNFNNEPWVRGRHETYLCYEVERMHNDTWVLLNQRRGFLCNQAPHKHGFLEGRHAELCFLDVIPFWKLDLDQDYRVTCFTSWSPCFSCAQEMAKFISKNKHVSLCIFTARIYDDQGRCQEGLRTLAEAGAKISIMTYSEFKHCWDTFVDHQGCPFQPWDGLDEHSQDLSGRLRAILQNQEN
tim10-1 inh: growth inhibitors of tim10-1 mutant yeast, primary screen, luminescence, uHTS | S. cerevisiae tim10-1 ts strain growth, BacTiter-Glo, 24 h | inhibition, % at 20 µM | 330,000 compounds, 2.2% hits;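 active = inhibition of at least 40%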;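 also: mutant grown at 25 °C; 0% = DMSO wells with yeast and 100% = wells holding no yeast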
TIM10 inh: growth inhibitors of isogenic TIM10 control yeast, primary screen, counter-screen for tim10-1 yeast inhibitor project, luminescence, uHTS | 330,000 compounds, 1.4% hits | inhibition, % at 10 µM | S. cerevisiae TIM10 strain growth, BacTiter-Glo luminescence, 24 h;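 active = inhibition of 40% or more at the single tested concentration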;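 also: wild-type TIM10 isogenic control strain grown at permissive 25 °C; 0% = DMSO yeast wells and 100% = minimal medium wells without yeast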
mIAP block: inhibitors of mouse IAP, primary screen, biochemical, luminescence, uHTS; purified mouse IAP, CDP-Star luminescence, 30 min; inhibition, % at 10 µM; 330,000 compounds, 0.2% hits;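 active = inhibition of at least 40% at 10 µM in the primary screen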;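 also: plate controls were DMSO with enzyme for no effect and no enzyme wells for full effect; values of inactives mirror those of a sister screen read the other way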
Numbers without * were called inactive; · = no result given.

no. | canonical_smiles | A3A deaminase | hIAP block | mIAP activ | NLRP3 yeast inh | MIN6 prolif
1 | CC(=O)c1ccc(N2CCN(CC(O)COC(c3ccccc3)c3ccccc3C)CC2)cc1 (stereo not drawn) | 0 | 1 | 0.89 | 11 | 0
2 | O=C(COC(=O)c1ccc2ccccc2n1)c1ccccc1 | 3 | 0 | 0.96 | 18 | -1
3 | COc1ccc(CNCC(O)(c2ccc(F)cc2)c2ccc(F)cc2)cc1 | 0 | -5 | 1 | 35 | -3
4 | CC(C)c1ccccc1NC(=O)c1cnccn1 | 5 | 8 | 1 | -18 | 4
5 | COc1cc(OC)c(NS(=O)(=O)c2cn(C)cn2)cc1Cl | -1 | 7 | 1.1 | 12 | 3
6 | CCOC(=O)N1CCC2(O)CCCCC2C1c1ccc(F)cc1 (stereo not drawn) | 2 | -14 | 1 | 8 | 0
7 | O=S(=O)(Nc1nc2ccccc2nc1NCc1ccco1)c1ccc(Cl)cc1 | -3 | -9 | 0.9 | 11 | -4
8 | COCCCNC(=S)N1CCN(C)CC1 | 1 | -4 | 1 | -1 | -1
9 | O=C(COC(=O)C1C2CC3OC(=O)C1C3C2)Nc1cccc(C(F)(F)F)c1 (stereo not drawn) | 1 | 3 | 1 | 1 | 0
10 | Cc1nc(C(=O)N2CCc3c([nH]c4ccccc34)C2c2ccccn2)cs1 (stereo not drawn) | 1 | -23 | 1 | 16 | -1
11 | Cc1ccc(C2N=C(N)Nc3nc(=O)c4ccccc4n32)cc1 (stereo not drawn) | -3 | -1 | 1.1 | 14 | -1
12 | COc1ccc(S(=O)(=O)n2[nH]c(=O)c(CCO)c2C)c([N+](=O)[O-])c1 | -3 | -4 | 1.1 | 6 | -3
13 | CN1CCN(S(=O)(=O)c2ccccc2)CC1 | 1 | 7 | 0.96 | 21 | -1
14 | CC[C@@]1(C(=O)OC)N[C@H](CN(C)C(=O)c2ccccc2)[C@@H]2C(=O)N(C)C(=O)[C@@H]21 | -3 | -1 | 1 | 8 | -4
15 | Cc1ccc(C(=O)Nc2c3c(nn2-c2ccccc2)CS(=O)(=O)C3)cc1C | -5 | -3 | 0.99 | -8 | 3

no. | APOBEC3G inh | tim10-1 inh | TIM10 inh | mIAP block
1 | -7 | -7 | 18 | 11
2 | -3 | 9 | 6 | 4
3 | 2 | 20 | 5 | 0
4 | -1 | 19 | 9 | -4
5 | 6 | -3 | -3 | -5
6 | -1 | 21 | -2 | -5
7 | -4 | 29 | 27 | 10
8 | -3 | 14 | -11 | 0
9 | -5 | 11 | 2 | 0
10 | -4 | 17 | 9 | -4
11 | -7 | -20 | 2 | -15
12 | -7 | 18 | -1 | -11
13 | -1 | -2 | 3 | 4
14 | -3 | 8 | 1 | -4
15 | -9 | 6 | 1 | 1

Along the list, from the results shown:
Nos. 3–10 in APOBEC3G inh: 2, -1, 6, -1, -4, -3, -5, -4

The listing continues:
no. | canonical_smiles | A3A deaminase | hIAP block | mIAP activ | NLRP3 yeast inh | MIN6 prolif
16 | CCN1CCN(CCNC(=O)c2ccc3c(c2)N(Cc2cccc(Cl)c2)C(=O)c2ccccc2S3=O)CC1 (stereo not drawn) | -4 | 6 | 0.92 | 10 | -3
17 | Cn1c(-c2ccccc2)c[n+]2c1CCCCC2 | -9 | -8 | 1.1 | 3 | -3
18 | CC1CC(C)CN(CCOc2cccc(Cl)c2Cl)C1 (stereo not drawn) | -3 | 5 | 0.96 | 39 | 1
19 | NS(=O)(=O)c1cccc(NC(=O)CC23CC4CC(CC(Br)(C4)C2)C3)c1 | -3 | 3 | 1.1 | 26 | 0
20 | O=c1[nH]cnc2c1N=C(c1cccc([N+](=O)[O-])c1)CC(c1ccccc1)N2 (stereo not drawn) | -1 | 11 | 1.1 | 1 | 0
21 | CCCCCN(C(=O)COC(=O)c1ccc(C)cc1)c1c(N)n(CCCC)c(=O)[nH]c1=O | -5 | -14 | 0.98 | 21 | 5
22 | Cc1ccc(S(=O)(=O)NCC(c2ccccc2)N2CCN(CCC#N)CC2)cc1 (stereo not drawn) | 1 | 10 | 1.1 | 1 | 1
23 | Cc1ccccc1CN1CCN(C(=O)CC(C)C)CC1 | -4 | 6 | 1 | 5 | -3
24 | COc1ccc(C)cc1NC(=O)COC(=O)C1COc2ccccc2O1 (stereo not drawn) | -5 | -10 | 0.99 | 4 | 1
25 | Cc1ccc(NC(=O)CSc2nnc([C@H](C)NC(=O)OC(C)(C)C)o2)c(C)c1 | 1 | 1 | 0.99 | 0 | -2
26 | COCCNC(=O)CNC(c1ccccc1)c1ccccc1 | -4 | -10 | 1.1 | 21 | -1
27 | CNc1nc(N)nc(OC(C(F)(F)F)C(F)(F)F)n1 | -2 | 0 | 0.96 | 6 | 0
28 | Nc1[nH]c(=S)nc2nc(-c3ccccc3)c(-c3ccccc3)nc12 | -1 | -1 | 0.76 | 24 | -6
29 | COCCOC(=O)c1c(C)nc(SCC(=O)Nc2ccc(OC)cc2)c(C#N)c1-c1ccco1 | -4 | 3 | 0.94 | 6 | 1
30 | O=C(NCC1CCCO1)c1ccc(OC2CCN(C(=O)C3CC3)CC2)cc1 (stereo not drawn) | 1 | -7 | 1 | 1 | -2

no. | APOBEC3G inh | tim10-1 inh | TIM10 inh | mIAP block
16 | -4 | 13 | -6 | 8
17 | -6 | 6 | -23 | -10
18 | -8 | -14 | 0 | 4
19 | -4 | -11 | 2 | -10
20 | -7 | 5 | 11 | -8
21 | -6 | 10 | 2 | 2
22 | 1 | 20 | 21 | -7
23 | -3 | -29 | -4 | 0
24 | -9 | -7 | -13 | 1
25 | -9 | 3 | 17 | 0
26 | -1 | 10 | 0 | -10
27 | -12 | -11 | 10 | 4
28 | -2 | -2 | 7 | 24
29 | -6 | 11 | 9 | 6
30 | -7 | 8 | 5 | -1

Next part.
no. | canonical_smiles | A3A deaminase | hIAP block | mIAP activ | NLRP3 yeast inh | MIN6 prolif
31 | COc1ccc(CNC(=O)C(C)NCc2ccc(S(N)(=O)=O)cc2)cc1 (stereo not drawn) | 3 | 13 | 0.97 | 16 | 1
32 | CCNC(=O)NC(=O)C(C)OC(=O)[C@H](C)NS(=O)(=O)c1c(C)c(C)cc(C)c1C (stereo partly drawn) | -3 | -22 | 1 | 6 | -1
33 | CCN(CC(=O)Nc1cccc(C(C)=O)c1)S(=O)(=O)c1ccccc1 | 0 | -3 | 1.1 | 18 | -4
34 | Cc1ccc(NC(=O)CSC(C)c2nc3ccccc3c(=O)[nH]2)cc1 (stereo not drawn) | -3 | -30 | 1 | 5 | -3
35 | O=C(NCCc1ccc(Cl)cc1)Nc1ccc(F)cc1 | 1 | -11 | 1.4 | 29 | -2
36 | CN(C)c1nc(N)nc(CSc2ccccn2)n1 | -2 | 0 | 0.94 | 8 | -1
37 | Cc1nc2ccc(-c3nc4ccc(N)cc4[nH]3)cc2[nH]1 | -4 | -2 | 1 | 6 | -5
38 | CC(=O)N/C(=C\c1ccccc1)C(=O)OCC(=O)N(C)C1CCS(=O)(=O)C1 (stereo not drawn) | -5 | 0 | 0.91 | 24 | 0
39 | Cc1ccccc1C(=O)NC1CC2CCCC(C1)N2Cc1ccccc1 (stereo not drawn) | -3 | -8 | 1.1 | 13 | -3
40 | O=c1cc(-c2ccc(O)cc2)oc2c([C@@H]3O[C@H](CO)[C@@H](O)[C@H](O)[C@H]3O)c(O)c([C@@H]3O[C@H](CO)[C@@H](O)[C@H](O)[C@H]3O)c(O)c12 | 3 | -3 | 0.92 | 24 | -3
41 | C[C@]12c3[nH]c4ccc(Cl)cc4c3CCN1C(=O)[C@@H](CC(=O)NCC13CC4CC(CC(C4)C1)C3)C[C@@H]2C(=O)N1CCOCC1 | 2 | · | 1.2 | · | ·
42 | CCC(C)N(C)Cc1cccc(C2(O)CCN(S(=O)(=O)c3ccc(F)cc3)CC2)c1 (stereo not drawn) | -2 | -13 | 1.1 | -5 | -1
43 | Cc1cc(C)c(S(=O)(=O)n2nc(C)c(Br)c2C)c(C)c1 | -6 | 4 | 0.95 | 7 | -2
44 | COC(=O)Cn1nc(C)c2ccccc2c1=O | -1 | -9 | 1.1 | -5 | -3
45 | O=C(COC(=O)c1ccc(O)cc1O)c1ccc2c(c1)OCO2 | 4 | 8 | 0.91 | 5 | 0
46 | COc1ccc(NCC(=O)n2c(C)c(C)c3ccccc32)cc1OC | -6 | 10 | 1.1 | 14 | -1
47 | CCOC(=O)C1CCN(C(=O)CN(c2ccc(OC)cc2)S(=O)(=O)c2c(C)noc2C)CC1 | 2 | 17 | 1.1 | 0 | 4

no. | APOBEC3G inh | tim10-1 inh | TIM10 inh | mIAP block
31 | -4 | 10 | 5 | 3
32 | -4 | -4 | 2 | -3
33 | -8 | 33 | 6 | -6
34 | -2 | 13 | 8 | -2
35 | -5 | 8 | 11 | -40
36 | -1 | 25 | -18 | 6
37 | -14 | -49 | -8 | -2
38 | -8 | -16 | -12 | 9
39 | -6 | 2 | -12 | -7
40 | 0 | -18 | -6 | 8
41 | 1 | 22 | 10 | -18
42 | -2 | 10 | -13 | -12
43 | -6 | 10 | 0 | 5
44 | -3 | 6 | 5 | -13
45 | -4 | -11 | 6 | 10
46 | -9 | 26 | 24 | -6
47 | -2 | 20 | 17 | -5

Seven entries drawn at random from the list so far:
no. | canonical_smiles | A3A deaminase | hIAP block | mIAP activ | NLRP3 yeast inh | MIN6 prolif
41 | C[C@]12c3[nH]c4ccc(Cl)cc4c3CCN1C(=O)[C@@H](CC(=O)NCC13CC4CC(CC(C4)C1)C3)C[C@@H]2C(=O)N1CCOCC1 | 2 | · | 1.2 | · | ·
42 | CCC(C)N(C)Cc1cccc(C2(O)CCN(S(=O)(=O)c3ccc(F)cc3)CC2)c1 (stereo not drawn) | -2 | -13 | 1.1 | -5 | -1
40 | O=c1cc(-c2ccc(O)cc2)oc2c([C@@H]3O[C@H](CO)[C@@H](O)[C@H](O)[C@H]3O)c(O)c([C@@H]3O[C@H](CO)[C@@H](O)[C@H](O)[C@H]3O)c(O)c12 | 3 | -3 | 0.92 | 24 | -3
34 | Cc1ccc(NC(=O)CSC(C)c2nc3ccccc3c(=O)[nH]2)cc1 (stereo not drawn) | -3 | -30 | 1 | 5 | -3
44 | COC(=O)Cn1nc(C)c2ccccc2c1=O | -1 | -9 | 1.1 | -5 | -3
37 | Cc1nc2ccc(-c3nc4ccc(N)cc4[nH]3)cc2[nH]1 | -4 | -2 | 1 | 6 | -5
47 | CCOC(=O)C1CCN(C(=O)CN(c2ccc(OC)cc2)S(=O)(=O)c2c(C)noc2C)CC1 | 2 | 17 | 1.1 | 0 | 4

no. | APOBEC3G inh | tim10-1 inh | TIM10 inh | mIAP block
41 | 1 | 22 | 10 | -18
42 | -2 | 10 | -13 | -12
40 | 0 | -18 | -6 | 8
34 | -2 | 13 | 8 | -2
44 | -3 | 6 | 5 | -13
37 | -14 | -49 | -8 | -2
47 | -2 | 20 | 17 | -5
